# Bioassay records deposited in PubChem by National Center for Advancing Translational Sciences (NCATS).
# HCV inh: inhibitors of hepatitis C virus infection | Huh7.5.1 HCVcc-Cre infection, luciferase reporter, 44 h | 340,000 compounds, 3.4% hits | Potency, µM (doses to about 41.8 µM), for inactives: top-dose activity change, negative = inhibition, actives largely listed as inhibitors
#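 HCVcc-Cre virus at an moi near 0.5 was added right after compound to cells cultured 4 h from seeding (1,000 cells/well). Luciferase activity was determined 44 h later, 15 min after substrate addition at RT.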
# LmPK inhibitor: LmPK (Leishmania mexicana) enzyme inhibition; Q27686; purified LmPK, Kinase-Glo ATP luminescence, 1 h; Potency, µM (highest dose often 57.5 µM), inactives show at the top dose activity change, negative = inhibition, most hits filed as inhibitors; 290,000 compounds, 0.37% hits; AID 1721
# Target sequence (Q27686 whole entry, looked up): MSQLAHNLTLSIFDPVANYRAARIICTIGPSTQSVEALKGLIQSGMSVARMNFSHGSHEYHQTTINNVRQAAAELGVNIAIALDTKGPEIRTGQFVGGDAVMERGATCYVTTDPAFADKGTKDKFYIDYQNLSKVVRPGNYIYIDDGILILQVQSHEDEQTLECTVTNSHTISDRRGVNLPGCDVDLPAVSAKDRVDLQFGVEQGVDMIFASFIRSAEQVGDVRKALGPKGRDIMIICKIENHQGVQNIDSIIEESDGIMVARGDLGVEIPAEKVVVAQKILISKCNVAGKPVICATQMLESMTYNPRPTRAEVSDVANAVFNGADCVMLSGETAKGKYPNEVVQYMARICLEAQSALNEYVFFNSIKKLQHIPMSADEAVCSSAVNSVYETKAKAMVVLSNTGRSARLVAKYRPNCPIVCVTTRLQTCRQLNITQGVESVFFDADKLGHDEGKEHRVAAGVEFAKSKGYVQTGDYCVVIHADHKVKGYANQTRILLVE
#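 In 50 mM imidazole pH 7.2 with 7 mM MgCl2, LmPK (0.1 nM) turned over PEP (0.5 mM) and ADP (0.1 mM) for 1 h at room temperature. Luciferase read-out of ATP.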
# Pf growth 96h: inhibits malaria parasite growth, 96 h; P. falciparum luciferase reporter growth, 96 h; Potency, µM (titrated, usually from 28.7 µM), without a hit: top-dose activity change, negative = inhibition, actives largely listed as inhibitors; 320,000 compounds, 6.9% hits
#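 Erythrocytes infected with luciferase-expressing P. falciparum were dispensed at 2% hematocrit and 0.05% parasitemia (final), then incubated with compounds 96 hours at 37 C in 5% CO2. Luminescence after detection reagent addition reported growth.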
# Tb PYK inh: inhibitors of Trypanosoma brucei pyruvate kinase | 410,000 compounds, 0.12% hits | Potency, µM (doses to about 76.8 µM), without a hit: at the top dose activity, negative = inhibition, actives largely listed as inhibitors | TbPYK enzyme, Kinase-Glo Plus ATP luminescence, 45 min | Q57TT1; also: nearly all actives have a fitted effect of over 50% in size
#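 TbPYK + substrate in 50 mM TEA pH 7.2, 100 mM KCl, 10 mM MgCl2, 0.05% BSA, 0.01% Tween-20; cpd pinned; ADP 130 uM final; 45 min RT; Kinase-Glo Plus 10 min; luminescence endpoint.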
# Sm TGR inh: S. mansoni TGR enzyme inhibition; AID 485364; 360,000 compounds, 3% hits; Potency, µM (titrated, usually from 114 µM), for the others: at the top dose activity change, negative = inhibition, hits mostly inhibitors; Q962Y6; purified TGR, DTNB reduction, TNB absorbance 405 nm; also: nearly all actives have a fitted effect of over 60% in size
#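 TGR 20 nM + NADPH 100 uM (dispensed conc.), cpd preinc 15 min RT; start with NADPH (500 uM addition) then DTNB (15 mM addition). Kinetic TNB absorbance, 405 nm filter. Four-parameter Hill fit across titration.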
# Pf growth 48h: inhibits P. falciparum growth in the first generation, 48 h | P. falciparum luciferase growth in erythrocytes, 48 h | Potency, µM (series often up to 28.7 µM), without a hit: at the highest dose activity change, negative = inhibition, usual class: inhibitors | 310,000 compounds, 5.9% hits
#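 Cell-based growth assay: transgenic P. falciparum expressing firefly luciferase, cultured in red cells within RPMI 1640 containing 0.5% w/v Albumax, 24 mM bicarbonate and gentamycin. A drop in luciferase activity indicates inhibition.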
# An asterisk follows results filed as active; ? = inconclusive; / = no result given; & = joins results of further samples; [ ] = dose if it differs, or a comment. Calls follow the shape of the dose curve; as a rule, active = well fitted curve in the direction sought with a large enough effect; inconclusive = small, poorly fitted or top-dose-only effect, or another doubt; inactive = no such curve, though single readings can be large; an effect the other way counts as inactive or inconclusive. % is scaled to controls: 0 for no effect and ±100 for the full control effect; potency is read from the fitted curve at half-maximal effect. Rows are unselected; any-hit rate near 16%.
SMILES,HCV inh,LmPK inhibitor,Pf growth 96h,Tb PYK inh,Sm TGR inh,Pf growth 48h
O=c1cc(Cl)[nH]n(-c2ccccc2)c1=O,-2%,2%,?,-19%,-5%,-8%
COc1ccccc1NC(=S)NC1CCCCC1,?,3%,9.3µM*,-15%,6%,9%
COc1ccc(CCNC(=O)c2cc3c(=O)n4ccccc4nc3n(CCN3CCOCC3)c2=N)cc1,?,6%,?,3%,-5%,?
COc1ccccc1/C=C/C(=O)NC(=S)NCC1CCCO1 (stereo unspecified),-12%,1%,?,2%,-26%,?
COc1cc(OC)cc(-c2nn[nH]n2)c1,10%,-2%,-28%,-4%,-13%,9%
CO/N=C/C(=N\Nc1ccc(OC)cc1)C(=O)c1ccc(OC)cc1,0%,14%,?,3%,11%,/
COc1ccc(CCNC(=O)C2CC(c3ccccc3C(F)(F)F)=NO2)cc1 (stereo unspecified),-14%,3%,56%[activator],4%,0%,40%[activator]
CNC(=O)CSc1nc(-c2ccccc2)c(-c2ccccc2)[nH]1,9%,-2%,78%[activator],1%,3%,15%
CCOC(=O)C(C)Sc1nc(N)c(NC(=O)c2ccc(OC)c(OC)c2)c(=O)[nH]1 (stereo unspecified),8%,0%,7%,-1%,1%,11%
O=C(Cn1cnc2ccccc2c1=O)N/N=C/c1ccc(Br)cc1,0%,1%,64%[activator],-7%,2%,9%
S=C(NCCc1ccccc1)N/N=C/c1ccc(Cl)cc1,22%,8%,47%[activator],6%,9%,17%
Cc1cc(N2CC(C)OC(C)C2)n2cc(-c3ccccc3)nc2n1 (stereo unspecified),-18%,3%,?,0%,-4%,?
CC(C)NC(=O)CSc1nc2sccc2c(=O)n1-c1ccccc1,21%,-1%,8%,-5%,-1%,-7%
O=C(CSc1nnc(Nc2ccccc2)s1)Nc1ccc(S(=O)(=O)N2CCOCC2)cc1,?,3%,-27%,-10%,-5%,/
COC(=O)c1ccccc1N=C(SC)N(C)C,5%,-7%,6%,-23%,2%,23%
O=C1Nc2ccc(Cl)cc2/C1=C/C1CC=CCC1 (stereo unspecified),?,-4%,-7%,-7%,33%,?
CNS(=O)(=O)c1ccc(N=Cc2c(O)n(-c3ccccc3)c(=O)[nH]c2=O)cc1,17%,-4%,0%,-8%,-33%,15%
COc1ccc(C(=O)NCCCOc2cccc(NC(C)=O)c2)cc1,7%,0%,?,-2%,13%,-17%
Cc1ccc(NC(=O)CN(C)C(=O)c2cccc(-n3cccc3)c2)cc1,-26%,/,7%,3%,-13%,31%[activator]
Cc1onc(-c2ccccc2Cl)c1C(=O)OCC(=O)N1CCCc2ccccc21,?,-4%,?,-2%,1%,9.3µM*
COc1ccc(CNC(=O)COC(=O)CCOc2ccccc2)cc1,22%,-3%,31%[activator],0%,2%,9%
COc1ccc(CCn2c(SCC(=O)Nc3cc(C)on3)nc3ccsc3c2=O)cc1OC,?,4%,/,1%,8%,8.3µM*
CCOC(=O)C1CCN(C2=NC(=O)/C(=C/c3ccc(Cl)cc3)S2)CC1,11%,7%,-7%,-4%,-14%,1%[0.00184 µM]
COc1ccccc1-c1cc(C(=O)N2CCCc3ccccc32)no1,?,3%,?,1%,-1%,42%[activator]
CCC1(CC)Cc2ccccc2C(C2=C(O)CC(C)(C)CC2=O)=N1,2%,2%,?,-4%,3%,-22%

# (cont.)
SMILES,HCV inh,LmPK inhibitor,Pf growth 96h,Tb PYK inh,Sm TGR inh,Pf growth 48h
Cc1nc2c(-c3ccc(F)cc3)cnn2c(N)c1-c1ccccc1,14µM*,2%,-52%,2%,0%,4%[0.00184 µM]
CCc1ccc(C(c2c(C)nn(-c3ccccc3)c2N)c2c(C)nn(-c3ccccc3)c2N)cc1,?,4%,?,-1%,0%,8.3µM*
Cc1cccc(-n2nnnc2SCC(=O)Nc2ccc(N3CCN(C)CC3)cc2)c1,-13%,-2%,-16%,-3%,5%,?
O=C1NN(c2ccccc2)C(=O)/C1=C/c1ccc(Sc2cccc3ccccc23)o1,5%,-3%,?,-4%,-17%,12%
CC(=O)c1nnn(-c2nc(N3CCCC3)nc(N(c3ccccc3)c3ccccc3)n2)c1C,-12%&-21%,6%,6%,4%,2%,-7%
O=C(CCC(=O)c1cccs1)NCC(=O)Nc1ccc(F)c(F)c1F,?,-3%,32%,0%,-1%,15%
COC(=O)[C@@H]1Cc2c([nH]c3ccccc23)C(C)N1C(=O)c1ccccc1 (stereo partly specified),?,-4%,-29%,4%,0%,-3%
CC(C)(C)NC(=O)CN1CCC(NC(=O)C23CC4CC(CC(C4)C2)C3)CC1,19%,3%,?,-11%,-10%,-11%
Cc1ccc(-c2nnc(SCC(=O)N/N=C/c3ccccc3C(=O)O)n2-c2ccc(Cl)cc2)cc1,-4%,3%,38%[activator],3%,8%,4%
Cn1c(CC(=O)Nc2ccccc2)nnc1SCC(=O)NC1CCCC1,12%,-2%,36%[activator],1%,-1%,0%
CSCCC(NC(=O)COc1ccccc1)C(=O)N(C)CC(=O)Nc1ccc(Cl)cc1 (stereo unspecified),-22%,/,?,2%,-6%,?
CCCC(=O)c1cc2c(cc1NC(=O)c1ccccc1F)OCCO2,?,-2%,12µM*,-3%&2%,-6%&9%,?
Cc1cc(-c2ccccc2)nc(N(C)C)c1S(C)(=O)=O,-26%,1%,?,3%,-2%,?
Cc1nnc(C)n1/N=C/c1ccc(O)cc1,11%,0%,-37%,1%,-27%,?
Cc1ccnc(SCCn2c(N3CCN(C)CC3)nc3c2c(=O)[nH]c(=O)n3C)n1,7%,-2%,-18%,/,15%,14%
COc1ccc(Cl)cc1S(=O)(=O)NCc1ccncc1,/,8%,5%,8%,-2%,-4%
CCOc1cc(S(=O)(=O)NCCc2ccccc2C)c(OCC)cc1-n1cnnn1,?,11%,?,0%,0%,?
CS(=O)(=O)c1ccc2nc(NC(=O)Nc3ccc(Cl)c(Cl)c3)sc2c1,-3%,4%,47%[activator],2%,4%,-22%
C=CCNC(=O)/C(C#N)=C/c1ccc(SC)cc1,11%,3%,30%,2%,3%,10%
COC(=O)/C=C/CC(C)OS(N)(=O)=O (stereo unspecified),9%,0%,-27%,-1%,-7%,7%
COc1ccc(C)cc1NC(=O)CSc1nnnn1C1CCCC1,-14%,-1%,5%,1%,9%,-13%
O=C(COC(=O)c1ccccn1)Nc1cccc2ccccc12,-14%,3%,-44%,1%,-30%,-22%
Cn1c(=O)c2cc(S(=O)(=O)Nc3cc(C(=O)O)cc(C(=O)O)c3)ccc2n(C)c1=O,9%,10%,25%,3%,5%,43%
O=C(CNC(=O)c1ccccc1)NCC(=O)OCC(=O)c1ccccc1,0%,6%,3%,3%,15%,0%
CCCCOP(=O)(c1ccc(N(C)C)cc1)C(O)c1ccc(OC)c(OC)c1 (stereo unspecified),6%,1%,?,-10%,-1%,-8%

# Some entries already given, limited to Pf growth 96h, Pf growth 48h and Tb PYK inh.
canonical_smiles,Pf growth 96h,Pf growth 48h,Tb PYK inh
Cn1c(CC(=O)Nc2ccccc2)nnc1SCC(=O)NC1CCCC1,36%[activator],0%,1%
CSCCC(NC(=O)COc1ccccc1)C(=O)N(C)CC(=O)Nc1ccc(Cl)cc1 (stereo unspecified),?,?,2%
CCCC(=O)c1cc2c(cc1NC(=O)c1ccccc1F)OCCO2,12µM*,?,-3%&2%

# 4 successive records out of the list so far, quoted:
SMILES,HCV inh,LmPK inhibitor,Pf growth 96h,Tb PYK inh,Sm TGR inh,Pf growth 48h
O=C(COC(=O)c1ccccn1)Nc1cccc2ccccc12,-14%,3%,-44%,1%,-30%,-22%
Cn1c(=O)c2cc(S(=O)(=O)Nc3cc(C(=O)O)cc(C(=O)O)c3)ccc2n(C)c1=O,9%,10%,25%,3%,5%,43%
O=C(CNC(=O)c1ccccc1)NCC(=O)OCC(=O)c1ccccc1,0%,6%,3%,3%,15%,0%
CCCCOP(=O)(c1ccc(N(C)C)cc1)C(O)c1ccc(OC)c(OC)c1 (stereo unspecified),6%,1%,?,-10%,-1%,-8%

# More entries follow.
SMILES,HCV inh,LmPK inhibitor,Pf growth 96h,Tb PYK inh,Sm TGR inh,Pf growth 48h
COc1ccccc1N1CCN(C(=O)C2CC(=O)N(c3ccccc3)C2)CC1 (stereo unspecified),-1%,-6%,-20%,-13%,-8%,-12%
O=C(Cn1c(=O)oc2ccccc21)N1CCOCC1,12%,4%,32%[activator],2%,/,6%
CCCCN(C(=O)c1c(C)[nH]c(C(=O)OCC)c1C)c1ccccc1,-15%,5%,0%,0%,31%,?
COc1ccc(C(CC(=O)NC(C)(C)C)n2cccc2)cc1 (stereo unspecified),-25%,9%,?,1%,-24%,9%
COCCNC(=O)Cn1nc(-c2ccc(C)cc2)ccc1=O,9%,-2%,?,3%,-3%,2%
Cc1cccc(-n2c(SCC(=O)NCc3ccco3)nc3ccccc3c2=O)c1,-21%,8%,-25%,5%,-9%,?
O=C(CN1C(=O)COc2ccc(S(=O)(=O)N3CCOCC3)cc21)NCc1ccco1,3%,-3%,14%,3%,-2%,6%
O=C(CNC(=O)c1ccco1)N/N=C/c1ccc(O)cc1O,-1%,6%,?,0%,2%,2%
O=C(NC(C(=O)c1ccccc1)N1CCCCCC1)c1ccco1 (stereo unspecified),-2%,4%,?,1%,-2%,6%
O=C(NNC(=O)c1ccc(Br)s1)c1ccc(F)c(S(=O)(=O)N2CCOCC2)c1,13%,/,10µM*,4%,3%,-12%
CC/C(=N/NC(=O)CCC(=O)Nc1ccccc1OC)c1ccccc1,7%,3%,-14%,2%,-3%,-6%
CCC(C)[C@H](NC(=O)NCc1ccccc1Cl)C(=O)OC (stereo partly specified),23%,0%,-22%[5.75 µM],5%,3%,-1%
COc1cccc(CNc2ccc(F)c(Cl)c2)c1,-16%,7%,/,4%,-11%,-3%
C=CCn1c(COc2cccc3ccc(C)nc23)nnc1SCC(N)=O,11%,-2%,0%,3%,4%,-5%
Cc1cc(N=CC2=C(O)CC(C)(C)CC2=O)no1,?,2%,39%[activator],-7%,-13%,16%
COC(=O)c1[nH]c2ccccc2c1NC(=O)C(C)N1CCN(C(=O)c2ccco2)CC1 (stereo unspecified),12%,4%,10µM*,0%,3%,?
CC(=O)Oc1ccc(/C=N/NC(=S)Nc2ccccc2)cc1,-4%,-7%,13%,-13%,-16%,157%[activator]
Cc1cccc(C(=O)OCc2cnc(Cl)s2)c1,11%,-1%,0%,-7%,2%,1%
CCN(CCCNC(=O)Cn1ncc2c([nH]c3ccc(C)cc32)c1=O)c1ccccc1,17%,-1%,?,2%&-3%,-10%&-7%,30%[activator]
COc1cccc(C(=O)OCC(=O)c2ccc(Br)s2)c1,5%,-8%,?,0%,-4%,25%
Cc1cc(Br)ccc1NC(=O)C1CCN(C(=O)c2ccco2)CC1,4%,3%,-3%,3%,13%,-5%
COc1cc(C2NC(=S)NC3=C2C(=O)CCC3)ccc1O (stereo unspecified),-8%,0%,?,1%,-9%,-19%
Cn1cc(CN2CCC(N3CCNC(=O)CC3)CC2)c(-c2ccccc2F)n1,11%,1%,-7%,7%,-26%,15%
CCOc1ccc(CNC(=O)CCc2cn(Cc3ccccc3)c3ccccc23)cc1,-11%,2%,?,-3%,-20%,-6%
O=C(Oc1ccc(-n2cnnn2)cc1)c1ccco1,1%,0%,?,2%,-1%,47%[activator]

# Looked up above.
# Value of Cc1cc(Br)ccc1NC(=O)C1CCN(C(=O)c2ccco2)CC1 under Pf growth 96h: -3%
# Value of O=C(CN1C(=O)COc2ccc(S(=O)(=O)N3CCOCC3)cc21)NCc1ccco1 under LmPK inhibitor: -3%
